Bioassay records (PubChem BioAssay)
Vif-A3F inh: inhibitors of Vif-A3F interaction; hit rate 0.2% among 390,000; HeLa A3F-eYFP + Vif (tagged APOBEC3F with the HIV-1 protein that degrades it), YFP fluorescence increase; AID 602313; Potency, µM (doses to about 46.1 µM), for the others: at the top dose activity, negative = active; note: potency is the fitted concentration of half-maximal effect; % of control where 0% means no effect; nearly all actives have a fitted effect of over 65% in size
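HeLa cells stably expressing Vif plus C-terminally eYFP-tagged A3F were seeded, incubated overnight at 37 deg C, dosed with compound, incubated overnight again at 37 deg C. Yellow fluorescence (Ex 488/Em 500-530) reported blocked Vif-mediated A3F-eYFP degradation.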
D1 potentiator: potentiators of human D1 dopamine receptor; potentiation, % at 10 µM; AID 504651; P21728; hit rate 0.036% among 360,000; HEK293 TREx D1 cells, calcium flux, dopamine EC20 potentiation; in the data active = potentiation above about 30%; note: 0% is about no effect
Target sequence (P21728 whole entry, looked up): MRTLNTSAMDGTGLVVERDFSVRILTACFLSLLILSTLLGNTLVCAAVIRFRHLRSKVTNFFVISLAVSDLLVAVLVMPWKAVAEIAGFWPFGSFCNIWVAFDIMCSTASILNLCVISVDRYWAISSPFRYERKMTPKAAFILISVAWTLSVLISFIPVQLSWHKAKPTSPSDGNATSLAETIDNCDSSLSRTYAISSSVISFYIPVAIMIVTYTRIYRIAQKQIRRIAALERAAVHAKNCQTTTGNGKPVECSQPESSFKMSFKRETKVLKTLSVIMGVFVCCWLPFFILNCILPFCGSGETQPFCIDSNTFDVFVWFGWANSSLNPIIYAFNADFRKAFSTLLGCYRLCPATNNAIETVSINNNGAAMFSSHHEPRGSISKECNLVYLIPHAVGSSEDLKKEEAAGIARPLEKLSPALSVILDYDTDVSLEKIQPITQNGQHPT
D1 antag: blocks dopamine activation of the human D1 receptor | P21728 | HEK293 TREx D1 cells, calcium flux, dopamine EC80; stronger effect = lower value | activity change, negative = inhibition, % at 10 µM | hit rate 3.2% among 360,000; in the data active = activity change below about -30%; note: % is set by controls: 0 for no effect and ±100 for the full control effect
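HEK293 T-REx cells expressing inducible, force-coupled D1 receptor; no-wash Ca dye, 30–90 min RT. Cmpd → 180 s read at 1 Hz → EC80 DA → 180 s read.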
D1 ag: agonists of human D1 dopamine receptor; activation, % at 2 µM; HEK293 T-REx D1 cells, calcium flux, agonist mode; hit rate 1% among 360,000; P21728; in the data active = activation above about 30%; note: 0% is about no effect
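Tetracycline-induced HEK293 TREx D1 cells, force-coupled to calcium signalling, were dye-loaded with a no-wash calcium kit. Compound was pin-added after a 10 s baseline. Fluorescence was read kinetically at 1 cycle/s for 180 s, with calcium rises flagged as agonism.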
Vif-A3G inh: blocks the Vif interaction with human APOBEC3G | hit rate 0.076% among 410,000 | Potency, µM (top dose mostly 46.1 µM), inactives show top-dose activity, negative = active, most hits filed as inhibitors | HeLa A3G-eYFP + Vif (tagged APOBEC3G with the HIV-1 protein that degrades it), YFP fluorescence, overnight;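 note: potency is the fitted concentration of half-maximal effect; % is set by controls: 0 for no effect and ±100 for the full control effect; nearly all actives have a fitted effect of over 60% in size; hits raise eYFP signal because A3G escapes Vif-driven loss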
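HeLa cells stably expressing Vif and C-terminally eYFP-tagged A3G, seeded overnight at 37 deg C, then exposed to compound by pintool overnight at 37 deg C. Rise in yellow fluorescence (Ex 488/Em 500-530, Acumen) marks blocked Vif-driven A3G degradation.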
RXFP1 antagonist: blocks the human relaxin receptor RXFP1 | HEK293-RXFP1, relaxin-stimulated cAMP HTRF, 30 min; stronger effect = lower value | activity change, negative = inhibition, % at 57.5 µM | Q9HBX9 | hit rate 0.59% among 350,000;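 active = activity change of -60% or lower, but not beyond a set lower limit; inconclusive = change between -60% and -40%, or beyond the set limit; inactive = change above -40%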; note: % is set by controls: 0 for no effect and ±100 for the full control effect
Glioma ERSR ind: ER stress response induction in glioma. U87-MG GRP78 promoter luciferase reporter, 16 h. Potency, µM, for the others: top-dose activation, most hits filed as activators. AID 602332. hit rate 0.02% among 420,000; note: potency is the fitted concentration of half-maximal effect; series mostly up to about 76 µM; % of control where 0% means no effect; nearly all actives have a fitted effect of over 35% in size
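Stably transfected U87-MG human glioma cells carrying a GRP78-based luminescent sensor were seeded at 1000 cells/well, pin-dosed with compounds and incubated 16 h. Luciferase reagent was then added, and end-point luminescence was read after 10 min at room temperature.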
RXFP1 agonist: agonists of human relaxin receptor RXFP1; Q9HBX9; Potency, µM (top dose mostly 57.5 µM), for inactives: at the top dose activation, hits mostly activators; AID 2676; hit rate 0.3% among 370,000; HEK293T-RXFP1 cAMP TR-FRET, 30 min; response scale: percent of porcine relaxin response, buffer zero; note: potency is the fitted concentration of half-maximal effect; % is set by controls: 0 for no effect and ±100 for the full control effect; nearly all actives have a fitted effect of over 60% in size; many of its hits are not listed in these tables
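cAMP rise read by TR-FRET after 30 min, 37C compound exposure (up to 58 uM) in RXFP1-transfected HEK293 cells with Ro 20174 present. EC50 from Hill-equation fits, with 29 nM porcine relaxin as 100% and buffer as basal.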
D2 PAM: positively modulates the human D2 dopamine receptor allosterically; hit rate 0.34% among 340,000; HEK293 T-REx D2, calcium flux, EC20 dopamine potentiation; AID 485347; potentiation, % at 10 µM;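 active = potentiation over 3 SD above the plate norm, cut at about 30% in these data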; note: 0% is about no effect
Target sequence (P14416 whole entry, looked up): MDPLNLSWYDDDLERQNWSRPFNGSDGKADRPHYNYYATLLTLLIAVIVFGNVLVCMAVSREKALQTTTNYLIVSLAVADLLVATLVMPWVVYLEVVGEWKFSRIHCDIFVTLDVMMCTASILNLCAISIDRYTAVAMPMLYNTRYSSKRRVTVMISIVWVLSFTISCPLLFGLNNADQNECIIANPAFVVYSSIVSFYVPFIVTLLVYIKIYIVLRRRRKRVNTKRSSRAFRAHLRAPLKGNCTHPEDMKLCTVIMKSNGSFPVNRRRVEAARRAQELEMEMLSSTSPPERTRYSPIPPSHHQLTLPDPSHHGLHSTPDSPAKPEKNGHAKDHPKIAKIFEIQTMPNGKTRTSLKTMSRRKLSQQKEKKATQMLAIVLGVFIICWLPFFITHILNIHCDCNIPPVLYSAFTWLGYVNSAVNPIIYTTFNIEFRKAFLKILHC
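Calcium flux readout, no-wash dye, 1 read/s. Inducible HEK293 Trex D2 line, overnight 30 C. Compound alone 180 s (agonist flags), then EC20 dopamine, another 180 s to score potentiation.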
Active calls of the source: *; ? = inconclusive; · = no result given. Unless noted, calls come from the whole dose curve; as a rule, active = well fitted curve in the direction sought with a large enough effect; inconclusive = small, poorly fitted or top-dose-only effect, or another doubt; inactive = no such curve, though single readings can be large; an effect the other way counts as inactive or inconclusive. An excerpt, so the mix of outcomes need not match the whole.

Value order: Vif-A3F inh	D1 potentiator	D1 antag	D1 ag	Vif-A3G inh	RXFP1 antagonist	Glioma ERSR ind	RXFP1 agonist	D2 PAM
1. C[C@@H]1CN([C@@H](C)CO)S(=O)(=O)c2ccc(Br)cc2O[C@H]1CN(C)Cc1ccc(-c2ccccc2)cc1
  ?	·	·	·	-10%	-11	-2%	·	·
2. Oc1ccc(Cl)cc1CNCC1CCCO1 (stereo not drawn)
  -6%	-6	0	1	0%	-1	-4%	0.6%	4
3. Cc1ccc(/C=N/c2sc3c(c2C#N)CCCCC3)o1
  4%	4	16	1	-9%	-13	-3%	1.1%	·
4. O=C(Cn1cc(C(=O)C(=O)N2CCOCC2)c2ccccc21)Nc1cccc(C(F)(F)F)c1
  0%	·	·	·	1%	-20	-4%	·	·
5. CC(C)CC(C(=O)Nc1oc(-c2ccccc2)c(-c2ccccc2)c1C#N)N1C(=O)c2ccccc2C1=O (stereo not drawn)
  ·	-3	-5	-1	0%	-32	-2%	-3.1%	-4
6. CC(=O)c1c(C)[nH]c(C(=O)OCC(=O)Nc2cccc(S(=O)(=O)N(C)C)c2)c1C
  -1%	-6	-8	1	6%	3	-3%	-0.2%	-9
7. N#CCCN(CCC#N)C(=S)NC1CC2C=CC1C2 (stereo not drawn)
  1%	-1	10	4	1%	-1	-3%	-2.0%	·
8. Cc1ccc(S(=O)(=O)N(C)C)cc1NC(=O)c1ccccc1Br
  10%	5	20	2	-8%	-1	-2%	1.7%	-5
9. COc1ccc(-c2cn3c(n2)CCC3)cc1
  -1%	4	-12	0	-4%	-4	-5%	-0.5%	10
10. COc1cc(C(c2c(C)[nH][nH]c2=O)c2c(C)[nH][nH]c2=O)ccc1OCc1ccc([N+](=O)[O-])cc1
  6%	-5	14	2	1%	2	13%	0.2%	-15
11. O=c1[nH]c2ccccc2n1CCCN1CCN(C(c2ccccc2)c2ccccc2)CC1
  ·	-6	-44*	0	·	-75*	-3%	4.1%	-27
12. CCCCNC(=O)CSc1nc2ccccc2c(=O)n1Cc1ccc2c(c1)OCO2
  -18%	-2	2	1	0%	-16	-1%	1.0%	12
13. CCc1nnc(NC(=O)c2ccc(N3C(=O)CCC3=O)cc2)s1
  0%	1	15	4	-1%	-1	3%	0.6%	-1
14. CC(C)(C)C1CCc2[nH]nc(C(=O)O)c2C1 (stereo not drawn)
  -4%	1	5	3	-1%	-8	-3%	0.0%	-9
15. Cc1nnc(C)c2c(C)n(-c3cccc4cccnc34)c(C)c12
  ·	1	-1	0	·	·	·	1.3%	-8
16. O=C(NCc1ccccc1)c1cccnc1
  0%	-3	6	-3	0%	15	-1%	-1.9%	9
17. CCn1ncc(Cl)c1C(=O)Nc1cc([N+](=O)[O-])ccc1OC
  7%	-3	-2	1	2%	1	-6%	0.3%	-3
18. COc1ccc(CCNC(=O)CCCc2ccccc2)cc1
  ?	-14	0	1	-6%	-10	4%	-1.4%	-5
19. CCCCn1c(SCC(=O)Nc2nnc(C)s2)nnc1-c1ccoc1C
  -3%	-4	-6	3	-1%	-10	-4%	2.9%	0
20. CS(=O)(=O)N(CC(=O)NCC1CCCO1)c1ccc(F)c(Cl)c1 (stereo not drawn)
  -1%	-1	4	2	-1%	-7	3%	1.3%	15

A second format for 3 compounds above.
#18 COc1ccc(CCNC(=O)CCCc2ccccc2)cc1
#19 CCCCn1c(SCC(=O)Nc2nnc(C)s2)nnc1-c1ccoc1C
#20 CS(=O)(=O)N(CC(=O)NCC1CCCO1)c1ccc(F)c(Cl)c1 (stereo not drawn)
compound no.	18	19	20
Vif-A3F inh	?	-3%	-1%
D1 potentiator	-14	-4	-1
D1 antag	0	-6	4
D1 ag	1	3	2
Vif-A3G inh	-6%	-1%	-1%
RXFP1 antagonist	-10	-10	-7
Glioma ERSR ind	4%	-4%	3%
RXFP1 agonist	-1.4%	2.9%	1.3%
D2 PAM	-5	0	15

The results go on.
Value order: Vif-A3F inh	D1 potentiator	D1 antag	D1 ag	Vif-A3G inh	RXFP1 antagonist	Glioma ERSR ind	RXFP1 agonist	D2 PAM
21. Cc1ccc(CSc2nc3ccccc3c(=O)[nH]2)cc1
  ?	-8	-9	5	2%	3	6%	1.4%	6
22. CCOC(=O)c1ccc(NC(=O)CSc2nnc(COc3ccccc3OC)n2CC)cc1
  0%	-4	-6	3	-5%	-1	-1%	1.6%	7
23. COc1ccccc1CNC(=O)CSc1cc(C)[nH]c(=O)n1
  -4%	0	·	-3	0%	·	-3%	0.9%	-1
24. O=C(NCC1CCCO1)C(c1ccco1)N(Cc1ccc(F)cc1)C(=O)CN1C(=O)c2ccccc2S1(=O)=O (stereo not drawn)
  2%	·	-1	4	-5%	-1	-4%	-2.7%	4
25. C[C@@H]1CN([C@H](C)CO)C(=O)c2cc(Br)cnc2O[C@@H]1CN(C)C(=O)Cc1ccccc1
  5%	·	·	·	2%	-2	-3%	·	·
26. Cc1cc(S(=O)(=O)N2CCN(c3c(C)cccc3C)CC2)ccc1F
  4%	-2	-1	1	0%	-12	-3%	-0.3%	5
27. Cc1ccc(Nc2ccc(C(=O)NC3CCCCC3)cn2)cc1
  3%	-5	11	-1	1%	-1	2%	1.1%	1
28. Cc1ccc(C)c(C(=O)CN2C(=O)NC3(CCc4ccccc43)C2=O)c1 (stereo not drawn)
  -8%	-1	11	0	-6%	-8	-5%	0.9%	-5
29. Cc1ccc(OCCSc2nnc(C)c(=O)n2N)cc1
  0%	-2	0	4	-1%	-6	-3%	-0.2%	5
30. O=C(O)CSc1cc(C(F)(F)F)nc(-c2ccccn2)n1
  -13%	-6	20	3	2%	-3	-1%	-4.6%	-5

Values by screen from above.
D1 potentiator, nos. 22 to 30 → -4, 0, ·, ·, -2, -5, -1, -2, -6
D2 PAM, nos. 22 to 30 → 7, -1, 4, ·, 5, 1, -5, 5, -5
Glioma ERSR ind, nos. 22 to 30 → -1%, -3%, -4%, -3%, -3%, 2%, -5%, -3%, -1%

(list continues)
| item | compound | Vif-A3F inh | D1 potentiator | D1 antag | D1 ag | Vif-A3G inh | RXFP1 antagonist | Glioma ERSR ind | RXFP1 agonist | D2 PAM |
| --- | --- | --- | --- | --- | --- | --- | --- | --- | --- | --- |
| 31 | COc1ccc(-n2c(SCC(=O)NCc3ccco3)nnc2-c2c[nH]c3ccccc23)cc1 | -1% | -10 | -90* | -1 | -10% | -1 | -4% | 0.3% | 0 |
| 32 | CCN(CC)C(=O)CSc1nnc([C@H](Cc2c[nH]c3ccccc23)NC(=O)OC(C)(C)C)o1 | -2% | 1 | -11 | 1 | -3% | -21 | -4% | -0.4% | -10 |
| 33 | Cc1ccc(NC(=O)CN2C(=O)NC3(CCCCC3C)C2=O)cc1S(=O)(=O)N1CCCCC1 (stereo not drawn) | 5% | -7 | -11 | 2 | -2% | 2 | -1% | 0.0% | 0 |
| 34 | CCOC(=O)N1CCN(C(=O)c2ccc(OCC)c(OCC)c2)CC1 | 2% | 2 | 5 | 2 | -5% | -10 | -2% | 0.3% | 1 |
| 35 | Cc1ccc(-n2c(C)cc(/C=N/NC(=O)CC3(C)OCCO3)c2C)c(C)c1 | · | -7 | -25 | 10 | -2% | 5 | 0% | 0.1% | 2 |
| 36 | COc1ccc(CCOC(=O)c2ccc(NC(=O)CC#N)cc2)cc1 | 2% | 4 | -14 | 7 | 1% | 2 | 1% | -7.0% | -12 |
| 37 | CC(c1ccon1)N(C)C(=O)c1cccc(OC2CCN(S(C)(=O)=O)CC2)c1 (stereo not drawn) | 2% | · | · | · | -1% | 2 | -4% | · | · |
| 38 | Cc1ccc(C)c(-n2c(-c3ccncc3)n[nH]c2=S)c1 | 17% | 4 | -18 | 3 | 2% | -8 | -3% | 4.2% | -1 |
| 39 | COc1ccccc1OCCCCCNCCO | -2% | 0 | 5 | 2 | -1% | -6 | 3% | 0.6% | -9 |
| 40 | N#CC(c1ccc(Cl)cc1)c1ncc(C(F)(F)F)cc1Cl (stereo not drawn) | -2% | -4 | -51* | 25 | 2% | -12 | -4% | -0.8% | 11 |
| 41 | Cc1ccnc(NC(=O)CSc2cc(=O)n(C)c3ccccc23)c1 | ? | 2 | 10 | 2 | -16% | 33 | ? | 7.6% | 4 |
| 42 | O=C(N/N=C\c1cc(Br)c(Br)o1)c1cncc(Br)c1 | -23% | -2 | 14 | 1 | 1% | -2 | -1% | 0.7% | -18 |
| 43 | Cc1c(Cl)cccc1NC(=O)NC1CCCCC1 | 4% | -12 | -30 | 3 | 0% | -10 | 0% | 0.8% | -4 |
| 44 | CC1C2(C)OC(=N)C(C#N)(C(C)O2)C1(C#N)C#N (stereo not drawn) | 23% | 0 | -17 | 2 | 1% | -5 | -3% | 7.9% | -8 |
| 45 | COc1ccc(/C=N/Nc2nc3ccccc3c(=O)n2-c2ccccc2)cc1OC | -10% | -3 | 0 | 1 | -7% | 9 | 1% | 1.6% | -6 |
| 46 | O=c1c2ccccc2nc(-c2ccc(Cl)cc2Cl)n1O | -20% | -4 | 1 | 1 | 5% | 8 | 0% | 0.8% | 13 |
| 47 | O=C(/C=C\c1cn(-c2ccccc2)nc1-c1ccccc1)Nc1nccs1 | ? | -5 | -2 | 8 | ? | 4 | -3% | 1.2% | · |
| 48 | O=C(COCc1cc(-c2ccco2)on1)Nc1cccc(Cl)c1Cl | -3% | -3 | -9 | 22 | -3% | -21 | 0% | 2.9% | · |
